Screening data deposited in PubChem BioAssay by several laboratories.
MBD2 DNA inh = inhibitors of human MBD2 binding to methylated oligonucleotide. Q9UBB5. TR-FRET. inhibition, % at 4.4 µM. 370,000 compounds, 0.31% hits. AID 686964; in the data active means inhibition above about 13%
NR1D1 modulator = modulators of human Rev-erb alpha DNA binding; P20393; 370,000 compounds, 0.79% hits; Rev-erbα–FITC-DNA binding, fluorescence polarization, 90 min; activity, % at 10 µM;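 active means activity above about 14%, limit read from the data; passing the limit was not always enough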;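 further: 0% = DMSO wells with 35 nM protein and 100% = DMSO wells with 750 nM protein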
PG9 binder = binds the HIV-1 gp120 antibody PG9; 360,000 compounds, 0.43% hits; TR-FRET gp120-PG9 antibody binding; inhibition, % at 6.7 µM; in the data active means inhibition above about 8.5%
UHRF1 binding = UHRF1 methyl-DNA binding inhibition; 370,000 compounds, 0.75% hits; AID 687016; Q96T88; UHRF1 binding to methylated oligo, TR-FRET; inhibition, % at 4.4 µM; in the data active means inhibition above about 21%;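 further: UHRF1 SRA domain binding a hemimethylated CpG hairpin DNA probe; 0% = median of test compound wells and 100% = reference inhibitor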
TCR-CD3 inh = inhibitors of human TCR-CD3 interaction. TAMRA-labeled TCR probe fluorescence, biochemical. inhibition, % at 9.4 µM. 360,000 compounds, 0.37% hits. AID 651800; in the data active means inhibition above about 19%;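 further: recombinant mutant TCR 2C K166C tagged with TAMRA read by polarization; 0% = receptor in buffer alone and 100% = receptor with positive control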
ABHD4 inh = inhibitors of mouse ABHD4; inhibition, % at 8.92 µM; purified mABHD4, FP-Rh probe fluorescence polarization; 370,000 compounds, 0.54% hits; AID 720543;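 active means inhibition exceeding the mean over every tested compound plus 3 SD, cut at about 30% in these data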;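 further: 0% = plate median of compound wells and 100% = S159A mutant with DMSO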
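Test system: mABHD4 protein; Read-out basis: % inhibition; Incubation: 45 min + 60 min at 25 °C; Repeats: single replicate; Technique: fluorescence polarization with parallel and perpendicular emission, 525/598 nm; Compound: 8.92 µM, single dose; Benchmarks: full inhibition S159A mutant plus DMSO, zero as sample-well median.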
HTRA1 inhibitor = inhibitors of human serine peptidase HTRA1. recombinant HTRA1, FP-rhodamine activity-based probe, fluorescence polarization. inhibition, % at 5.96 µM. 340,000 compounds, 0.5% hits. AID 504803; in the data active means inhibition above about 36%;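 further: 0% = enzyme with DMSO and 100% = wells lacking enzyme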
Target sequence (Q92743 whole entry, looked up): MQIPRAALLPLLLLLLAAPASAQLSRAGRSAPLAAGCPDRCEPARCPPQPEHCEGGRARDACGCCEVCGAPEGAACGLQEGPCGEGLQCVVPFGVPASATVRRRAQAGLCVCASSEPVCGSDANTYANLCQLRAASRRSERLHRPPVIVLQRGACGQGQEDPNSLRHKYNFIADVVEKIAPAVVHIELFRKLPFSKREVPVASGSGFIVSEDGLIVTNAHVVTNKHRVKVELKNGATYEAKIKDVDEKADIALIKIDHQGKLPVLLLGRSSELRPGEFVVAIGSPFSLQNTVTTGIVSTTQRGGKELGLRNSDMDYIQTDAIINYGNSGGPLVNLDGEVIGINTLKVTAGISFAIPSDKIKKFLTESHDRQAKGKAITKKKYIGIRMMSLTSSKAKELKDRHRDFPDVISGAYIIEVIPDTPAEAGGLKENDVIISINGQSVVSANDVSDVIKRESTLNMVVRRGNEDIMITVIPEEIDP
PRMT1 FP inh = PRMT1 (human) inhibition, primary screen; Q99873; inhibition, % at 2.79 µM; AID 652257; 370,000 compounds, 1.3% hits; recombinant PRMT1, activity-based probe fluorescence polarization;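 active means inhibition above about 21% made by adding two undisclosed values, limit read from the data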
Target sequence (Q99873 whole entry, looked up): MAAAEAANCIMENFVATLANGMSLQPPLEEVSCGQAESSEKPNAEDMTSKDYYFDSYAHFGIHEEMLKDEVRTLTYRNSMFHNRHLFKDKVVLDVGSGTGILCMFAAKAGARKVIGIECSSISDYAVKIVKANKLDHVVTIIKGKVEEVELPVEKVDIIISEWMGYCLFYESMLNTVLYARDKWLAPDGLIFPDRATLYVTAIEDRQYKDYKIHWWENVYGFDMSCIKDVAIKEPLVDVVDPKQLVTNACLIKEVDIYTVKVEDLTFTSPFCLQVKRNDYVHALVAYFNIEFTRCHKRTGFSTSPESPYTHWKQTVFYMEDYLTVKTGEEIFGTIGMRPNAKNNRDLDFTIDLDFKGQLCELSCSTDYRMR
LEDGF integ inh = blocks HIV-1 LEDGF/p75-dependent DNA integration | TR-FRET IN-LEDGF/p75 DNA integration, Eu/Cy5 | inhibition, % at 3.7 µM | 370,000 compounds, 0.64% hits | AID 743269;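 active means inhibition above the screen-wide mean plus 3 SD, cut at about 13% in these data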;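 further: signal is the Cy5 over europium emission ratio at 671 and 618 nm; 0% = plate median of compound wells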
rCAG binder = molecules binding r(CAG) RNA repeats; 370,000 compounds, 1.3% hits; inhibition, % at 3 µM; r(CAG) RNA repeat, TO-PRO-1 dye displacement fluorescence; AID 651821;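 active means inhibition above the plate cutoff, the mean of all test compounds on that plate plus 3 SD, cut at about 35% in these data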;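 further: 0% = DMSO alone and 100% = 100 µM mitoxantrone as full dye displacement; higher means more dye released from RNA so lower well fluorescence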
The depositor's hits bear a star; . = no result given. Some of the compounds tested; the hit share may differ from the screen's.

SMILES	MBD2 DNA inh	NR1D1 modulator	PG9 binder	UHRF1 binding	TCR-CD3 inh	ABHD4 inh	HTRA1 inhibitor	PRMT1 FP inh	LEDGF integ inh	rCAG binder
O=C(C1CCCN(S(=O)(=O)c2cccc3nonc23)C1)N1CCN(c2ccccc2Cl)CC1 (configuration not stated)	-5	0	-1.1	3	-12	-5	-9	-3	2	5
Cc1ccc(-c2csc3nc(CN(C)Cc4ccccc4)[nH]c(=O)c23)cc1	-3	7	-1.2	-2	2	-1	-33	-4	1	2
CC(NC(=O)c1ccc(N)cc1)c1ccccc1 (configuration not stated)	6	-4	0.8	4	-1	-8	-7	9	-6	-3
CC(C)CC1C(=O)N(Cc2cn(Cc3ccco3)nn2)CCS(=O)(=O)N1Cc1ccc(-c2ccccc2)cc1 (configuration not stated)	-4	-2	-0.2	-2	-3	-31	-52	5	-3	12
CCN1CCN(c2ccc(NC(=O)c3ccc(C#N)cc3F)cc2Cl)CC1	6	-5	-1.0	4	-3	3	1	1	-8	-5
Cc1ccsc1/C=C1\SC(N2CCOCC2)=NC1=O	-3	1	-5.9	-7	9	-1	1	-2	-2	2
Cc1cc(C(=O)OCC(=O)NCc2ccccc2)c(C)o1	-3	-3	-1.4	-3	2	-4	0	-1	4	-4
COc1ccc(CNCC(O)(c2ccccc2)c2ccccc2)cc1	1	-8	-0.9	1	-5	-7	-3	-6	11	-1
COc1ccc(OCC(=O)OCC(=O)Nc2ccc3[nH]c(=O)[nH]c3c2)cc1	0	-5	-1.7	-1	-1	0	5	1	2	-2
O=C1c2ccccc2C(=O)N1CC(O)CN1CCOCC1 (configuration not stated)	1	2	-1.7	2	-1	2	-1	-3	1	2
NC(=O)C1CCN(C(=O)COc2ccc3ccc(=O)oc3c2)CC1	4	-4	-0.7	-1	7	-4	4	1	-2	0
COc1ccc(NC(=O)C2CC(=O)N/C(=N/N=C/c3ccco3)S2)cc1 (configuration not stated)	2	0	-4.3	-1	-1	2	.	1	3	12
CC(C)(C)c1ccc(C(=O)NCC(=O)O)cc1	-4	2	-1.3	-4	-2	-3	2	-1	-5	-1
Cc1ccc(C)c(NC(=O)CN(C)C(=O)c2ccc(-n3cncn3)c([N+](=O)[O-])c2)c1	-4	-1	0.4	-2	2	3	-4	-3	2	-6
CCOC(=O)/C=c1/s/c(=C/c2ccccc2OC)c(=O)n1CC(=O)N1CCOCC1	-3	2	-2.9	-3	1	2	-8	-5	1	11
COc1ccc(NS(=O)(=O)c2cccc(C(=O)N/N=C(\C)c3cccnc3)c2)cc1	0	3	-1.7	-2	-2	-33	-43	-4	7	4
COc1ccc(NC(=O)COC(=O)c2c(F)cccc2Cl)cc1OC	1	0	0.5	2	4	-4	.	-1	0	-3
Cc1ccc(C(=O)N/N=C/c2ccc([N+](=O)[O-])s2)cc1	5	-4	-2.7	6	-2	7	18	1	1	4
Cc1ccc2c(c1)C1CN(C)CCC1N2C(=O)c1ccccc1NS(=O)(=O)c1ccc(F)cc1 (configuration not stated)	4	-6	-0.8	5	5	1	-4	3	-7	15
COc1ccc(N(CC(=O)NCc2ccco2)S(C)(=O)=O)cc1OC	-1	-4	1.5	0	0	-4	0	-3	2	1
Cn1c(=O)c2c(SCCN3CCOCC3)nc(C3CCCC3)nc2n(C)c1=O	1	-4	-0.2	0	4	-3	0	0	-5	-2
Cc1cc2c(c(=O)o1)[C@@]1(C(=O)N(C)c3cc(Br)ccc31)C1=C(CCCC1=O)O2	6	1	0.8	4	-4	5	.	3	6	0
COCC(=O)N(C)C[C@H]1Oc2ncc(Br)cc2C(=O)N([C@@H](C)CO)C[C@H]1C	2	9	0.7	1	3	-1	-2	-4	-1	-1
O=C(NCC1CCCO1)c1nn2c(C(F)(F)F)cc(-c3cc(Br)cs3)nc2c1Br (configuration not stated)	-4	23*	0.2	0	-2	-2	-2	5	-1	2
O=C1CN(C(=O)C2CCCCC2)C=CN1CCc1ccccc1Br	2	-8	.	6	.	-2	.	3	-3	.

Single records (already shown).
Shown for Cc1ccc(C(=O)N/N=C/c2ccc([N+](=O)[O-])s2)cc1 : MBD2 DNA inh = 5; NR1D1 modulator = -4; PG9 binder = -2.7; UHRF1 binding = 6; TCR-CD3 inh = -2; ABHD4 inh = 7; HTRA1 inhibitor = 18; PRMT1 FP inh = 1; LEDGF integ inh = 1; rCAG binder = 4
Shown for Cc1cc2c(c(=O)o1)[C@@]1(C(=O)N(C)c3cc(Br)ccc31)C1=C(CCCC1=O)O2 : MBD2 DNA inh = 6; NR1D1 modulator = 1; PG9 binder = 0.8; UHRF1 binding = 4; TCR-CD3 inh = -4; ABHD4 inh = 5; HTRA1 inhibitor = .; PRMT1 FP inh = 3; LEDGF integ inh = 6; rCAG binder = 0

Additional entries.
SMILES	MBD2 DNA inh	NR1D1 modulator	PG9 binder	UHRF1 binding	TCR-CD3 inh	ABHD4 inh	HTRA1 inhibitor	PRMT1 FP inh	LEDGF integ inh	rCAG binder
CN(C(=O)CSc1nnc(-c2ccco2)o1)C1CCCCC1	3	1	-2.4	2	-6	1	2	0	-2	-2
Cc1ccccc1C(=O)N[C@H](C(=O)N1CCC[C@H]1C(=O)NCCc1ccccc1Cl)C(C)C	2	3	-0.3	-3	-2	1	.	2	1	-1
O=C(Nc1ccc(OC(F)F)c(Cl)c1)c1ccccn1	3	0	-0.2	-1	7	-1	-19	-2	0	-4
CCC(CO)Oc1cc(NC(=O)c2cccc(OC)c2)c2ncn(C(C)C)c2c1 (configuration not stated)	7	-4	1.3	15	5	19	-11	-1	10	-5
COC(=O)[C@H](CCSC)NC(=O)Nc1ccc(OC)c(Cl)c1	-1	2	0.0	-3	1	-2	-2	1	2	-3
Cc1cc(SCC(=O)N/N=C/c2ccc(O)cc2O)c(C)cc1Br	-2	1	-2.5	-6	6	-8	11	-2	-5	12
Cc1ccc(NC(=O)C2CC(=O)NC(N3CCCCC3)=N2)cc1Cl (configuration not stated)	1	-3	-2.1	-3	4	2	10	-1	1	-4
CCOCCCNC(=O)/C=C1\Sc2ccccc2N(Cc2ccccc2F)C1=O	-6	2	-0.7	-3	1	-2	-13	-3	1	-3
O=C(NC1CCCCC1)C(c1cccnc1)N(C(=O)CCl)c1cccc(Cl)c1 (configuration not stated)	2	-4	-1.4	4	4	13	5	1	-1	-5
Cc1nc2ccccc2c(=O)n1CCCN1CCOCC1	-5	6	-1.6	0	-4	1	6	-2	-1	-3
CC(=O)NC1C(Oc2ccc(C)cc2)OC2COC(c3ccco3)OC2C1O (configuration not stated)	0	6	-0.6	0	-3	-2	0	-2	-1	-3
COc1ccccc1OCCOc1ccc(/C=C2\C(=N)N3N=C(S(C)(=O)=O)SC3=NC2=O)cc1	5	-7	-2.6	3	-4	-3	-34	4	-3	32
C=CCNC(=O)NC(=O)Cn1c(=O)c2c(ncn2CC)n(Cc2ccccc2)c1=O	8	-3	0.5	4	0	-2	-4	12	0	-3
CC(C)(O)CN(C(=O)c1ccc([N+](=O)[O-])cc1)C1CCCC1	0	3	-1.3	0	-1	0	2	-2	-3	0
C#CCNC(=O)C1=C[C@H](c2coc3ccccc3c2=O)[C@@H](CCCO)[C@H](OCC)O1	-3	3	0.8	-1	2	-1	6	2	0	-3
CCOC(=O)C1=C(NC(=S)NC(=O)c2ccccc2)c2ccccc2CC1C(C)C (configuration not stated)	1	-1	-2.0	4	-7	-14	-30	1	-4	-1
COc1ccc(/C=N/NC(=O)c2ccc(NC(=O)c3ccccc3Br)cc2)cc1	-1	-4	-0.8	-3	-2	-22	-16	0	-2	4
CCCCCn1c(CN2CCN(C(=O)c3ccco3)CC2)nc2c1c(=O)n(C)c(=O)n2C	9	-6	2.3	2	-9	-12	-1	6	4	0
COC1(c2cc(-c3ccccc3)nc(N)n2)CCCCC1	1	2	-3.0	2	3	-9	3	-1	3	4
S=c1[nH]nc(Cc2c[nH]c3ccccc23)o1	1	2	-1.5	-1	5	5	-3	3	4	7
CC1(Oc2cccc(F)c2)CCN(Cc2ccc(-c3ccccn3)cc2)C1 (configuration not stated)	0	12	-0.5	2	0	-4	.	-3	4	0
CC1(C)CC(=O)C(C=Nc2ccc3[nH]ncc3c2)=C(O)C1	-12	1	-1.4	1	3	1	1	0	1	0
CC1CCN(C(=O)C2CCN(S(=O)(=O)c3ccc(-n4cnnn4)cc3)CC2)CC1	0	-3	-0.1	2	2	2	6	-4	0	1
Cc1cccc(N(C(=O)c2snc(C(N)=O)c2N)C(C(=O)NCC2CCCO2)c2ccc3ncccc3c2)c1 (configuration not stated)	0	-4	-1.3	-1	-4	-3	-7	-8	4	6
CCCCn1c(N)c(N(CC(C)C)C(=O)c2cc(C)nc3ccccc23)c(=O)[nH]c1=O	1	6	1.1	2	-7	4	-6	1	1	-2

Later entries:
SMILES	MBD2 DNA inh	NR1D1 modulator	PG9 binder	UHRF1 binding	TCR-CD3 inh	ABHD4 inh	HTRA1 inhibitor	PRMT1 FP inh	LEDGF integ inh	rCAG binder
CCOc1ccc(NC(=O)C2(c3ccc(OC)c(OC)c3)CCCC2)cc1	-4	-5	-3.2	0	7	-1	-5	-1	4	5
Cc1ccc(OCCN2CCN(c3nc(NCc4ccco4)c4ccccc4n3)CC2)cc1	-1	-2	-1.6	8	5	4	-27	-1	-1	0
O=c1cccc(-c2ccc(Br)cc2)o1	-10	-1	0.0	-4	7	-2	-1	0	-3	2
CCOC(=O)CC[C@H]1CC[C@]2(CCCN(C(=O)c3ccc4ccccc4n3)C2)O1	10	7	.	-2	.	5	.	3	1	0
CCOCCCNC(=O)C1CCN(S(=O)(=O)CC)CC1	1	-4	-0.2	7	-1	-4	4	-2	3	0
C=CCn1cccc(C(=O)Nc2cc(OC)cc(OC)c2)c1=O	1	-1	0.9	-2	0	1	-6	0	-1	-4
O=C(c1ccco1)N1CCN(CC(O)COc2ccc3oc4ccccc4c3c2)CC1 (configuration not stated)	-2	4	-3.8	-1	9	-4	-17	-3	-1	-6
Cc1cccc(NC(=O)c2nc(S(=O)(=O)Cc3ccccc3)ncc2Cl)c1	2	-6	0.5	-2	-1	-1	-21	31*	-4	1
Cc1ccc(SCC(=O)NCc2ccc(F)cc2)cc1	-1	3	0.7	-5	2	-4	1	0	-3	-4
CC1=C(C(=O)Nc2ccc(Cl)cc2)C(c2ccco2)NC(=O)N1 (configuration not stated)	7	5	1.6	8	1	0	4	-2	-3	-1
CC(C)C1N=C2c3ccccc3N=C(SCC(=O)NCCc3ccc(S(N)(=O)=O)cc3)N2C1=O (configuration not stated)	-9	9	-2.4	-2	-1	0	7	4	3	2
COc1cc(C2C(C(=O)c3ccc(C)o3)=C(O)C(=O)N2c2cc(C)on2)cc(OC)c1OC (configuration not stated)	0	2	2.3	2	9	9	-2	3	-1	5
Cc1ccc(CNC(=O)C(C)OC(=O)c2ccco2)cc1 (configuration not stated)	7	-4	4.5	6	6	-10	2	1	3	56*
COc1ccc(Br)cc1/C=N/Nc1ccc(S(=O)(=O)Nc2ccccc2C(=O)O)cc1[N+](=O)[O-]	-3	5	0.8	-1	-2	38*	-3	3	-6	70*
CC(=O)Nc1ccc(-c2ccnc(-c3ccc(NC(C)=O)cc3)n2)cc1	3	20*	7.5	1	-4	-14	-8	-2	2	3
COCc1cc(=O)[nH]c(Nc2nc3ccccc3o2)n1	0	0	-0.7	0	8	6	8	2	1	2
O=C(NCCO)/C(=C/c1ccc(Br)cc1)NC(=O)c1cccs1	-6	-2	-1.5	-3	6	4	-5	-2	0	4
CCCOc1ccc(C(F)(F)F)cc1NC(=O)CCc1c(C)noc1C	1	-1	0.4	-1	2	-6	-3	-2	-2	-2
COc1ccc(-c2cc(C(=O)OCc3ccccn3)c3ccccc3n2)cc1	-6	0	0.1	0	4	-8	-42	0	3	5
